# Bioassay records: PubChem BioAssay, several laboratories
# JNK3 inh = inhibitors of human JNK3 kinase; P53779; purified JNK3 kinase activity, HTS; inhibition, % at 8 µM; AID 746; hit rate 0.61% among 60,000; in the data active = inhibition above about 17%;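 also: 0% = DMSO and 100% = reference inhibitor; many of its hits are not listed in these tables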
# CatB mix inh = inhibitors of human cathepsin B in compound mixtures; P07858; Purified cathepsin B, AMC dipeptide fluorescence; inhibition, %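 (ten-compound pools at 5 µM per compound and 50 µM total)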; hit rate 0.06% among 62,000; AID 488; in the data active = inhibition above about 22%, passing the limit was not always enough; inconclusive = no clear call, values can overlap the other calls;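 also: 0% = enzyme without compound and 100% = no enzyme blank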
# CatB inh = inhibitors of human cathepsin B; AID 453; inhibition, %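 (tested at 10 µM)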; hit rate 0.1% among 63,000; P07858; purified cathepsin B, fluorogenic substrate, fluorescence; in the data active = inhibition above about 21%;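 also: 0% = enzyme with no compound and 100% = no enzyme blank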
# AP complement = alternative pathway complement inhibition, orthogonal assay; Human serum alternative complement pathway, LPS-coated ELISA, C3 deposition; tested in compound mixtures; inhibition, % at 5 µM; hit rate 0.08% among 62,000; AID 1235;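 active = inhibition above 30% in each of the two pooled mixtures holding the compound, so the lower value exceeds 30%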;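 also: 0% = serum in Mg-EGTA without compound and 100% = EDTA serum blank; some compounds past the cut are filed as inactive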
#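 Assay system: Human serum alternative complement pathway, C3 deposition on LPS-coated wells | Incubation: 1 h serum-compound exposure at 37 °C | Doses: 5 µM per compound in ten-compound mixtures | Read-out: Percent inhibition | Technique: ELISA with HRP anti-human C3 antibody, TMB substrate, absorbance 450 nm | Replication: Two pool placements per compound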
# RORa activator = activates the human nuclear receptor RORA | P35398 | CHO-K1 Gal4-RORA LBD luciferase reporter, luminescence; percent increase over mock-subtracted basal signal | activation, % at 10 µM | hit rate 1.5% among 65,000;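 active = activation above the mean of all tested compounds plus 3 SD, cut at about 49% in these data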;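 also: 0% = DMSO-treated RORA cells and 100% = added signal equal to DMSO minus mock-transfected cells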
# E coli RNAP = inhibitors of Escherichia coli RNA polymerase; P0A8V2; E. coli RNA polymerase, fluorescence transcription assay; inhibition, %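 (tested at 10 µM)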; hit rate 0.2% among 62,000; AID 559; in the data active = inhibition above about 20%;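 also: 0% = enzyme without compound and 100% = no enzyme blank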
# ROCK2 blocker = inhibitors of human Rho kinase 2. hit rate 0.35% among 60,000. AID 604. purified ROCK2, Kinase-Glo ATP depletion luminescence. O75116. inhibition, % at 6 µM;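 active = inhibition above the screen-wide mean inhibition plus 3 SD, cut at about 18% in these data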;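 also: plate controls were DMSO wells for no effect and Y-27632 control wells after no-enzyme background subtraction for full effect; many of its hits are not listed in these tables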
# Target sequence (O75116 whole entry, looked up): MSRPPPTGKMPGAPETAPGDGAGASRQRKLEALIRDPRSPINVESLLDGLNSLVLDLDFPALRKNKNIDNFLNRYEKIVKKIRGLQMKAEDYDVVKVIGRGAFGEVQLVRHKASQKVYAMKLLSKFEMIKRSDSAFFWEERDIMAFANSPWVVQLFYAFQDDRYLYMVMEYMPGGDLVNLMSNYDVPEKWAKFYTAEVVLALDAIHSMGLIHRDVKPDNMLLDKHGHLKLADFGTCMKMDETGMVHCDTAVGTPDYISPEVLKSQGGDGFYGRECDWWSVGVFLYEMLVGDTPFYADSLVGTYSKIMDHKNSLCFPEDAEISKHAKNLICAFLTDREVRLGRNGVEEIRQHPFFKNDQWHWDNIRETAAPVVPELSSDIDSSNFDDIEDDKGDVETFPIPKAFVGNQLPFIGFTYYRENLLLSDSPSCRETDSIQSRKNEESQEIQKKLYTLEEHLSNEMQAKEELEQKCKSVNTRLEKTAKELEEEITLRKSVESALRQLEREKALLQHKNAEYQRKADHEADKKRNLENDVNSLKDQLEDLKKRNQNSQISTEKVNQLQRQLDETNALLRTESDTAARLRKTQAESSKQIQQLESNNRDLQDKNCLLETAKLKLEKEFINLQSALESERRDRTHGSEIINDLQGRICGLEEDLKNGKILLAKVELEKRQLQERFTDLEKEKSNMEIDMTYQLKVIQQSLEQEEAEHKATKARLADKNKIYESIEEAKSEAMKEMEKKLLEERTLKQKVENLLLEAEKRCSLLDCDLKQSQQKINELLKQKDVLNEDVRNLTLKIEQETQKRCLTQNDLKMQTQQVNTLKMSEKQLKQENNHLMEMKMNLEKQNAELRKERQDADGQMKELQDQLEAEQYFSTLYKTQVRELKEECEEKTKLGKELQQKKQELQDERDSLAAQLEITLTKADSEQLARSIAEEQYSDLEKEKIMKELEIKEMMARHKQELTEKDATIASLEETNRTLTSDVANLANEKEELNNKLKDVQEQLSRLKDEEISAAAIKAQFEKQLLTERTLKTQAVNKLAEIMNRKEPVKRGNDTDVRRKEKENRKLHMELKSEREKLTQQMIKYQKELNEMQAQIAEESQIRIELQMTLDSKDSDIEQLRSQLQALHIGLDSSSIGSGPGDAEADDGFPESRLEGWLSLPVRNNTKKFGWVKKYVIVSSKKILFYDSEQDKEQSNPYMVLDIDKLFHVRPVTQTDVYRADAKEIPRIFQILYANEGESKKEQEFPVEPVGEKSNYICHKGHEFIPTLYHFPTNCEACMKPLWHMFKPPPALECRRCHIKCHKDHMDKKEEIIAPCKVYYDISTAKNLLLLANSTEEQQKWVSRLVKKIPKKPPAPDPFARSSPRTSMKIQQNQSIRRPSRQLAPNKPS
# PKA kinase inh = inhibitors of human protein kinase A. hit rate 0.1% among 65,000. P17612. PKA Kemptide phosphorylation, Kinase-Glo ATP luminescence. inhibition, % at 6 µM;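 active = inhibition above the screen-wide mean inhibition plus 3 SD, cut at about 21% in these data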; also: many of its hits are not listed in these tables
# CatS block = inhibitors of human cathepsin S; P25774; recombinant cathepsin S, AMC dipeptide fluorescence, pooled mixtures; inhibition, %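 (tested at 5 µM per compound within 10-compound mixtures)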; hit rate 0.06% among 62,000; in the data active = inhibition above about 32%, passing the limit was not always enough; inconclusive = no clear call, values can overlap the other calls;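 also: 0% = enzyme without compound and 100% = blank without enzyme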
# * marks the source's active call; other numbers are inactive results; ? = inconclusive; . = no result given. An excerpt; count on the stated rates, not on these rows.
cpd	SMILES	JNK3 inh	CatB mix inh	CatB inh	AP complement	RORa activator
1	O=C(CSc1nnnn1C1CCCC1)N1CCCc2ccccc21	4	1	5	1	-11
2	Cc1sc2nc(CN(Cc3cccs3)C(=O)NC3CCCCC3)[nH]c(=O)c2c1C	-8	3	2	15	4
3	Nc1c(NCCC2=CCCCC2)c(=O)[nH]c(=O)n1Cc1ccccc1	-7	0	1	3	11
4	CCOCCn1c(SCc2ccc(F)cc2)nc2c1c(=O)[nH]c(=O)n2C	5	-5	1	22	-3
5	Cc1cccc2c1nc(-c1ccccc1)n1nnnc21	-7	-7	0	6	-2
6	COc1cc2c(C(=O)N3CCCc4ccccc43)cn(C)c(=O)c2cc1OC	.	2	-2	5	6
7	CC1CCN(C(=O)Cn2nc(C(F)(F)F)c3c2CCCC3)CC1	-5	-3	3	8	-19
8	CC(=O)c1ncnn1CC(=O)c1ccc(Cl)cc1Cl	-5	7	3	17	-11
9	CCCn1c(CN2CCN(C(=O)OCC)CC2)nc2c1c(=O)n(C)c(=O)n2C	-6	0	5	8	10
10	O=C1CN(C(=O)COC(=O)CCC(=O)c2ccc3c(c2)OCCO3)c2ccccc2N1	4	0	2	20	2
11	COC(=O)C1=C(N)Oc2cc(C)oc(=O)c2C1c1cccnc1 (stereo not given)	16	2	11	3	11
12	COc1ccc(OC)c(S(=O)(=O)Nc2cccc(C(C)=O)c2)c1	0	7	3	-2	6
13	Cc1nn(-c2ccccc2)c2[nH]c(=O)c(CNc3ccc4c(c3)OCCO4)cc12	2	-2	-2	-3	-13
14	Cc1cc(N2CCN(S(=O)(=O)c3ccccc3)CC2)c2ccccc2n1	-1	2	5	-6	-10
15	COCCCNC(=O)C1CCN(C(=O)Nc2ccc(Cl)cc2)CC1	1	2	7	15	-17

cpd	E coli RNAP	ROCK2 blocker	PKA kinase inh	CatS block
1	13	5	8	4
2	-1	4	12	-5
3	3	-3	-6	6
4	7	0	6	-15
5	6	9	4	-2
6	13	.	10	5
7	2	-1	-6	5
8	.	6	0	3
9	11	-2	3	40
10	-3	3	9	3
11	7	-2	8	2
12	13	7	7	4
13	10	3	3	1
14	1	4	10	2
15	2	3	-2	-8

# Some of the entries so far, with values under each structure.
# Sequence of screens: JNK3 inh | CatB mix inh | CatB inh | AP complement | RORa activator | E coli RNAP | ROCK2 blocker | PKA kinase inh | CatS block
(12) COc1ccc(OC)c(S(=O)(=O)Nc2cccc(C(C)=O)c2)c1
    0 | 7 | 3 | -2 | 6 | 13 | 7 | 7 | 4
(13) Cc1nn(-c2ccccc2)c2[nH]c(=O)c(CNc3ccc4c(c3)OCCO4)cc12
    2 | -2 | -2 | -3 | -13 | 10 | 3 | 3 | 1

# Following part:
cpd	SMILES	JNK3 inh	CatB mix inh	CatB inh	AP complement	RORa activator
16	CCSc1nnc(NC(=O)c2nn(C(C)C)c(=O)c3ccccc23)s1	-1	-10	3	4	-28
17	Cc1nnc(Oc2ccccc2)c2ccccc12	6	4	7	-1	1
18	CCn1c(CSc2nnc3ccccn23)nc2cc(C(=O)O)ccc21	3	-2	3	5	-12
19	N#Cc1cn(CC(=O)NCC2CCCO2)c2ccccc12 (stereo not given)	-3	6	1	15	-18
20	O=C(Oc1ccc(Cl)cc1N1C(=O)CCC1=O)c1ccco1	4	8	3	9	-24
21	O=S(=O)(NCCSc1ccc(Cl)cc1)c1ccc2c(c1)OCCO2	5	5	3	19	-12
22	CC1CCC(NC(=O)CN2C(=O)C3CCCN3c3ncc(Cl)cc32)CC1 (stereo not given)	3	4	-2	13	0
23	Fc1ccc(C(c2nnnn2Cc2cccs2)N2CCN(C3CCCCC3)CC2)cc1 (stereo not given)	3	-2	3	13	21
24	COc1ccccc1C(=O)Nc1cccc(NC(C)=O)c1	-1	0	1	11	-13
25	COc1ccc2oc(=N)c(C(=O)Nc3ccccc3)cc2c1	1	1	4	-6	40
26	Cc1oc(-c2cc(Cl)ccc2Cl)cc1-c1nn2c(C)nnc2s1	-1	4	2	10	-23
27	Cc1cc(C)n(-c2nc3sc4c(c3c3nnc(SCC(N)=O)n23)CC(C)(C)OC4)n1	2	-9	4	7	-4
28	COc1ccc(CN(C2CCCC2)S(=O)(=O)c2ccc(-n3cnnn3)cc2)cc1OC	5	-5	2	9	-10
29	COc1ccc(OC)c(S(=O)(=O)N2CCN(C)CC2)c1	-6	0	1	6	-6
30	COc1ccc(NC(=O)c2cccnc2)c(OC)c1	0	5	3	0	-9

cpd	E coli RNAP	ROCK2 blocker	PKA kinase inh	CatS block
16	8	3	7	-28
17	12	6	8	-3
18	8	5	5	5
19	5	2	5	0
20	3	-2	-3	-5
21	9	-2	4	-3
22	0	-6	-1	-3
23	0	4	5	-3
24	-5	0	-10	-2
25	13	4	0	1
26	3	1	-3	16
27	3	-6	-13	-4
28	-5	0	2	1
29	3	7	5	-8
30	13	5	8	14

# Another view of some results above:
19) N#Cc1cn(CC(=O)NCC2CCCO2)c2ccccc12 (stereo not given)
  JNK3 inh = -3
  CatB mix inh = 6
  CatB inh = 1
  AP complement = 15
  RORa activator = -18
  E coli RNAP = 5
  ROCK2 blocker = 2
  PKA kinase inh = 5
  CatS block = 0
20) O=C(Oc1ccc(Cl)cc1N1C(=O)CCC1=O)c1ccco1
  JNK3 inh = 4
  CatB mix inh = 8
  CatB inh = 3
  AP complement = 9
  RORa activator = -24
  E coli RNAP = 3
  ROCK2 blocker = -2
  PKA kinase inh = -3
  CatS block = -5

# Additional entries:
cpd	SMILES	JNK3 inh	CatB mix inh	CatB inh	AP complement	RORa activator
31	CCOC(=O)/C=C1\SCC(=O)N1CCOc1cccc(Br)c1	.	2	4	10	-4
32	COc1ccc(C(=O)COC(=O)CCn2nnc(-c3cccc(O)c3OC)n2)cc1	6	3	-7	6	-15
33	CCCCOC(=O)Cn1c(=O)oc2ccc(C)cc21	5	0	1	-11	3
34	COc1cccc(-c2nc(=S)c3c(n2CCCO)CCCC3)c1	-6	2	-5	10	-10
35	OCC1OC(n2nc3ccccc3n2)C(O)C(O)C1O (stereo not given)	3	-5	0	-20	-1
36	O=P(O)(O)COc1ccccc1P(=O)(c1ccccc1)c1ccccc1	-3	7	0	17	7
37	O=C(CCCN=C1NS(=O)(=O)c2ccccc21)OCC(=O)N1CCc2ccccc21	0	3	3	15	1
38	COc1ccc(N(CC(=O)Nc2ccc3c(c2)OCCO3)S(=O)(=O)c2c(C)noc2C)cc1	7	-4	4	8	5
39	Cn1cccc1Cc1nnc(SCC(=O)Nc2ccccc2F)n1-c1ccc(F)cc1	-3	2	3	8	1
40	CCn1c(=O)n(CC(=O)NCc2ccccc2OC)c(=O)c2ccccc21	0	-7	-1	5	-12
41	Cc1ccc2c(c1)-c1c(ssc1=S)C(C)(C)N2C(=O)CSc1nncn1C	4	6	2	-1	-15
42	O=S(=O)(/N=S1/CC=CCN1S(=O)(=O)c1ccccc1)c1ccccc1 (stereo not given)	.	?	35*	9	-8
43	C=CCn1c(C)cc(C(=O)COC(=O)COc2ccccc2C#N)c1C	-1	2	5	5	-21
44	COc1ccccc1NC(=O)N1CCCC1C(=O)NCc1ccccc1 (stereo not given)	-2	-2	3	2	-16
45	COc1cc2nc(SCc3c(C)noc3C)n(CCC3=CCCCC3)c(=O)c2cc1OC	0	5	-2	17	5

cpd	E coli RNAP	ROCK2 blocker	PKA kinase inh	CatS block
31	7	.	6	6
32	7	-1	0	4
33	-1	5	4	11
34	4	0	7	1
35	9	4	7	-4
36	6	-1	3	4
37	.	4	4	-9
38	4	4	4	-3
39	3	0	-4	5
40	5	1	2	7
41	8	6	11	10
42	4	.	-4	-19
43	-3	0	1	-3
44	2	3	10	-1
45	.	0	-3	1

# Additional results:
cpd	SMILES	JNK3 inh	CatB mix inh	CatB inh	AP complement	RORa activator
46	O=C(NCc1ccc2c(c1)OCO2)c1cc2ncc(Br)cn2n1	2	4	-6	5	-8
47	Fc1cccc(Cl)c1Cn1nnc2c(-n3ccnc3)ncnc21	-6	1	-4	5	-4
48	c1ccc(CNc2ncnc3c2ncn3C2CCCCO2)cc1 (stereo not given)	.	2	1	2	68*
49	COC(=O)c1c(C#N)c(N)nc2c1CCC2	0	-12	-6	3	-19
50	CC(C)c1ccc(NC(=O)C(c2ccccc2)N2CCN(C(=O)c3ccco3)CC2)cc1 (stereo not given)	-7	3	8	3	2
51	Cc1cc(N2CCN(C)CC2)nc2ccc(NC(=O)CCC(=O)NCCC3=CCCCC3)cc12	7	4	-1	11	0
52	O=C(Nc1ccc(-n2nncc2-c2ccco2)cc1)c1ccc(F)cc1	.	2	7	0	11
53	CCOc1ccc(C2C(C(=O)NC)=C(C)Nc3nc4ccccc4n32)cc1OC (stereo not given)	7	3	2	15	8
54	Cc1ccc2oc(=O)c3cnn(CC(=O)N(CCCN4CCOCC4)Cc4ccco4)c3c2c1	3	5	2	21	0
55	CC1CCN(C(=O)c2cc3ccccc3o2)CC1	0	5	4	12	36
56	COC(=O)c1ccccc1NC(=O)Nc1cc(C)cc(C)n1	-1	1	2	6	-22
57	CCOc1ccccc1-n1c(SCC(=O)N(CC)CC)nnc1-c1ccccn1	2	6	0	20	0
58	COc1cc(OC)c(OC)cc1CNc1cc(C)ccc1OC	2	-4	.	19	12
59	CCCCn1nnnc1SCC(=O)Nc1ccc(C)cc1	-2	5	-1	8	-22
60	CCCCNC(=O)C(C#N)c1nc2ccccc2nc1N1CCCC1 (stereo not given)	7	-8	4	-4	10

cpd	E coli RNAP	ROCK2 blocker	PKA kinase inh	CatS block
46	7	6	4	4
47	6	1	5	10
48	8	.	4	8
49	-33	-5	-4	1
50	5	11	8	10
51	-1	2	-2	-1
52	5	.	7	4
53	-1	-5	-11	-4
54	5	4	4	1
55	9	2	-3	-1
56	6	3	7	7
57	-1	2	5	-3
58	.	6	2	-6
59	6	-1	-1	14
60	15	4	8	4

# Further structures follow:
cpd	SMILES	JNK3 inh	CatB mix inh	CatB inh	AP complement	RORa activator
61	Cc1c(C#N)c2ccccc2n1CCOc1ccccc1F	8	0	-2	3	-12
62	Cc1ccc(S(=O)(=O)NC(C)(C)CSc2nncn2N)cc1	-1	8	6	7	-6
63	O=C(c1ccc(Br)o1)N1CCN(c2ccccn2)CC1	-5	3	3	12	-16
64	CCC(C)Sc1nc2c(cnn2-c2ccc(C)cc2)c(=O)[nH]1 (stereo not given)	-4	4	6	-8	7
65	CCS(=O)(=O)n1nc(-c2ccco2)nc1SC	.	0	3	4	8
66	COc1cc(-c2nn3c(-c4cccc(C)c4)nnc3s2)cc(OC)c1OC	-1	6	2	11	-17
67	CCCSc1nc(O)c(C2OC(=O)c3c2ccc(OC)c3OC)c(=O)n1C (stereo not given)	1	.	-2	.	-13
68	COc1ccc(S(=O)(=O)N[C@H](C(=O)O)C(C)C)cc1	3	1	-2	4	-15

cpd	E coli RNAP	ROCK2 blocker	PKA kinase inh	CatS block
61	1	5	10	0
62	5	6	7	0
63	4	-10	-2	3
64	6	2	-4	16
65	10	.	4	0
66	9	8	-2	4
67	10	-1	-2	.
68	9	2	6	-1

# A second format for some results above:
# Below each compound – JNK3 inh, CatB mix inh, CatB inh, AP complement, RORa activator, E coli RNAP, ROCK2 blocker, PKA kinase inh, CatS block
67. CCCSc1nc(O)c(C2OC(=O)c3c2ccc(OC)c3OC)c(=O)n1C (stereo not given)
→ 1, ., -2, ., -13, 10, -1, -2, .
68. COc1ccc(S(=O)(=O)N[C@H](C(=O)O)C(C)C)cc1
→ 3, 1, -2, 4, -15, 9, 2, 6, -1
